Screens (PubChem BioAssay)
PMI act: increases human mannose-6-phosphate isomerase activity. P34949. purified human PMI, coupled resazurin fluorescence, 20 min; active compounds read high; 1 = vehicle control, 0 substrate-free wells. activation factor at 20 µM. 190,000 compounds, 0.005% hits. AID 1214;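 active means activation factor of 2 or more at 20 µM, relative to plate controls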
bIAP act: intestinal alkaline phosphatase (bovine) activation; purified bovine IAP, CDP-star luminescence, 30 min; active compounds read high; fold of DMSO-control signal, blank-subtracted; activation factor at 20 µM; 200,000 compounds, 0.17% hits; AID 1016;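 active means activation factor of 2 or more at 20 µM, a signal rise over negative controls twice the positive control's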
TNAP inh hiacc: blocks human TNAP under high phosphate acceptor concentration | P05186 | AID 1135 | purified TNAP, CDP-star luminescence, 1 M DEA | inhibition, % at 20 µM | 200,000 compounds, 0.03% hits;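 active means over 50% inhibition of tissue-nonspecific alkaline phosphatase at 20 µM in the single-dose screen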;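 further: plate controls were DMSO wells for no effect and EDTA-quenched wells as full inhibition for full effect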
Target sequence (P05186 whole entry, looked up): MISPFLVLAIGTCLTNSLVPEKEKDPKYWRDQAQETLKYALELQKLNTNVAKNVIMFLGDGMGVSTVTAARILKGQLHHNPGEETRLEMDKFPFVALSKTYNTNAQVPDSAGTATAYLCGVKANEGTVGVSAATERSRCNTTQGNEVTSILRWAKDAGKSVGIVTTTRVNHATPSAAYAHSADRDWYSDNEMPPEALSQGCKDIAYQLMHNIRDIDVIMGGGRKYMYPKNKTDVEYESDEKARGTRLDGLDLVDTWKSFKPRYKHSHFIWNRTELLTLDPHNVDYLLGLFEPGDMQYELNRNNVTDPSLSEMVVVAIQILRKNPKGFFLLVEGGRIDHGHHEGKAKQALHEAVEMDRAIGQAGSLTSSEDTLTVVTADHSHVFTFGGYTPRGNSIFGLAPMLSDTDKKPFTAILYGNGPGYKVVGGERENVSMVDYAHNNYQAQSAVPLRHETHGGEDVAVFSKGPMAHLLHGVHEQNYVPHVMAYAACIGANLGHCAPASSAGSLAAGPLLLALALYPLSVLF
FLuc inhib CS: Photinus pyralis luciferase inhibition counter-screen. P08659. inhibition, % at 10 µM. ATPLite firefly luciferase biochemical luminescence, 10 min. AID 1006. 200,000 compounds, 1.5% hits;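 active means inhibition above about 50% when tested at 10 µM, limit read from the data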
Target sequence (P08659 whole entry, looked up): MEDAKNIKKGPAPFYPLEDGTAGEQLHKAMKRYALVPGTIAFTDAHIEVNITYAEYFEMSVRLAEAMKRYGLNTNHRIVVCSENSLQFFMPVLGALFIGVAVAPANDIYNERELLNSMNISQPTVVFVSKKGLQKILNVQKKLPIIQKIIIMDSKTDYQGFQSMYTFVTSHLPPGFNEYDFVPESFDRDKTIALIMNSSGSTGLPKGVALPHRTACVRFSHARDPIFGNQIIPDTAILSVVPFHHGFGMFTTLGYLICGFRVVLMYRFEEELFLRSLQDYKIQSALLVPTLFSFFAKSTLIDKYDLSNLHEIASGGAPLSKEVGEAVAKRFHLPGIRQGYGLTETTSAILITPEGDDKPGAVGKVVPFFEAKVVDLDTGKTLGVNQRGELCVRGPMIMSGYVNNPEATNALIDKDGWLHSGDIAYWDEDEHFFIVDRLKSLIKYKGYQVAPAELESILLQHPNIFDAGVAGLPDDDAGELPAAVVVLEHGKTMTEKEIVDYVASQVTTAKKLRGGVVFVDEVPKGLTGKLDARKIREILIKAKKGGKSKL
TNAP act hiacc: increases human TNAP activity under high phosphate acceptor concentration. 200,000 tested, under 10 active. purified TNAP, CDP-star luminescence, 1 M DEA, 30 min; active compounds read high; 0 = EDTA background, 1 = DMSO-only activity. P05186. activation factor at 20 µM;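 active means activation factor at least 2 at 20 µM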
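Measured by: Luminescent substrate turnover signal | Test system: Human TNAP | Input: TNAP 1/800 final | Dosing: 20 µM single point | Schedule: 30 min, room temperature | Controls: EDTA wells as negative control, DMSO wells as positive control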
APP 5'UTR act: APP 5'UTR luciferase reporter activation. SH-SY5Y APP 5'UTR luciferase reporter, luminescence; zero percent = DMSO vehicle wells. activation, % at 2 µM. 190,000 compounds, 1% hits. AID 1276;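 active means activation above a set limit, based on mean plus 3 SD of controls, cut at about 140% in these data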; further: values of inactives mirror those of a sister screen read the other way
NF-kB neuron act: raises NF-kB expression in human neuronal cells | 190,000 compounds, 1.6% hits | AID 1239 | NF-kB reporter expression; active compounds read high | fold change at 12.5 µM; in the data active means fold change above about 3.3
TNAP inh noacc: TNAP (human) inhibition, acceptor-free conditions. AID 1012. purified TNAP, CDP-star luminescence, 30 min. inhibition, % at 20 µM. 200,000 compounds, 0.26% hits. P05186;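 active means tissue-nonspecific alkaline phosphatase inhibition above about 50% at 20 µM in the single-dose screen, limit read from the data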;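 further: 0% = DMSO negative control and 100% = EDTA positive control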
FLuc act counter: affects firefly luciferase, flagging false hits in luciferase stimulation screens; P08659; ATPlite luciferase biochemical, luminescence, 10 min; 0 = ATP-free wells, 1 = DMSO control; activation factor at 10 µM; 200,000 tested, under 10 active; AID 1027;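 active means luciferase activation factor, scaled between plate controls, of at least 2 with compound at 10 µM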
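Material: Luciferase/luciferin reagent mix | Doses: Test compounds dosed from 2 mM stocks in 100% DMSO | Timing: 10 min incubation after luciferase reagent addition, room temperature | Measured by: Luminescence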
PMI act satM6P: increases human PMI activity with near-saturating mannose 6-phosphate; coupled PMI enzyme assay, resazurin fluorescence, 20 min; active compounds read high; 1 = untreated enzyme, 0 = substrate-free blank; activation factor at 20 µM; 190,000 compounds, 0.34% hits;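 active means activation factor of 2 or more at 20 µM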
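test system = human PMI in coupled enzyme assay | medium = HEPES-buffered pH 7.4 with magnesium and detergent | also added = 1.0 mM mannose-6-phosphate substrate with 0.22 mM NADP+ | compound = 20 µM single dose | times = 20 min incubation at room temperature | measured by = resorufin fluorescence (Ex 544/Em 590 nm) from resazurin via diaphorase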
An asterisk follows results filed as active; / = not tested or not shown.

smiles	PMI act	bIAP act	TNAP inh hiacc	FLuc inhib CS	TNAP act hiacc	APP 5'UTR act	NF-kB neuron act	TNAP inh noacc	FLuc act counter	PMI act satM6P
N#Cc1cccc(NC(=O)N2CCC(c3nc4c(nnn4Cc4cccc(Cl)c4)c(=O)[nH]3)CC2)c1	1	1	-7	-5	1.1	-5	0.96	-11	1.1	1
Cc1ccc(-c2nc(C)sc2CC(=O)O)cc1	1	1	2	7	1	-8	1.1	10	0.9	1.1
Cn1c(=O)c2c(ncn2CC(=O)Nc2nc(-c3ccccc3Cl)cs2)n(C)c1=O	1	0.9	-7	-6	1.1	11	0.86	-11	1.1	1
Cc1ccc(NC(=O)CS(=O)CC(=O)N(c2ccc(C)cc2)C(C)C(=O)NC2CCCCC2)cc1 (configuration not stated)	1.2	1	-2	-7	1	0	0.47	0	1.1	1
CCOc1ccccc1-n1c(CNc2ccc(F)cc2)nnc1SCC(=O)NCc1ccco1	1.1	0.9	-9	-6	1.1	-12	1.1	-3	1.1	1
Cc1nnc(NC(=O)CSc2nc3c(c(=O)n(C)c(=O)n3C)n2C(C)C)s1	0.9	1	-5	-6	1	18	0.78	-10	1.1	0.9
COc1ccc(OC)c(C2N(c3ccccn3)C(=O)C3CCCN32)c1 (configuration not stated)	0.9	1	-4	-3	1	1	0.97	-8	1	0.9
CCCN1C(=O)S/C(=C\c2ccc(N3CCOCC3)o2)C1=O	0.8	0.7	33	-2	0.7	16	1.5	-14	1	0.5
Cc1c(Cl)cccc1-n1c(SCC(=O)NCc2cccs2)nnc1-c1ccncc1	1.2	1	-9	-4	1.1	4	1.4	1	1	1.1
COCCn1c(=NC(=O)CN2C(=O)CCC2=O)sc2cc(S(N)(=O)=O)ccc21	1.2	1	-1	0	1	-3	0.99	-6	1	1.2
Cc1nn(C)c(C(=O)N/N=C/c2ccc(Br)cc2)c1Cl	1	0.9	0	-2	1	3	1.1	-16	1	1
CCCC(=O)NC(=S)Nc1cccc(-c2nc3ncccc3o2)c1	0.9	1.1	-1	-1	1	20	1.2	-3	1	1
O=C(CCc1ccccc1)NNC(=O)c1ccc(F)cc1	/	1.1	-4	-4	1	-9	2.2	-29	1	/
O=C(C[n+]1ccc(C(=O)NCc2ccccc2)cc1)c1ccc2c(c1)OCCO2	1.1	0.9	4	-6	1	-7	0.86	3	1.1	1
Cc1ccc(-n2nnnc2-c2cnn(-c3ccc(F)cc3)c2C(F)(F)F)cc1	0.9	0.9	-3	-2	1	11	0.79	-6	1	0.9
COC(=O)C1=C(C)N(c2ccc(F)cc2)/C(=C/c2ccc(O)cc2)C1=O	1.1	0.6	41	-9	0.6	7	1.1	23	1.1	1.1
CC(C)COC(=S)Nc1ccccc1	1	0.5	-6	-3	1.1	33	1.2	-13	1	1
Cc1ccc(/C=C2\CCC3=C2OC(N)=C(C#N)C3c2ccc(C)cc2)cc1 (configuration not stated)	1	0.8	5	-10	0.9	-47	1.3	18	1.1	0.7
COCCCNC(=S)NNC(=O)c1ccccn1	0.8	1.4	-5	1	1.1	-17	0.96	-151	1	1.1
COc1ccc(Cl)cc1N/C(N)=N/c1nc(C)cc(C)n1	0.9	1.2	-6	-6	1.1	-2	1.1	-11	1.1	1
Cc1ccc(C2=NN(C(=S)Nc3ccccc3)C(c3ccco3)C2)cc1 (configuration not stated)	0.9	0.9	-6	-5	1.1	89	2.8	-10	1	0.8
CCCNC(=O)CSc1nc2ccc(OCC)cc2s1	1	1.1	-3	-2	1	7	1.4	-4	1	1
Cc1ccc([N+](=O)[O-])cc1NC(=O)C(Sc1ccccc1)c1ccccc1 (configuration not stated)	0.8	1	5	-1	1	-8	1.7	-4	1	0.9
CCC1CCCCN1CCCNC(=O)Cn1nc(-c2ccccc2)ccc1=O (configuration not stated)	0.9	1	-6	-3	1.1	13	0.93	-9	1	0.9
Cc1ccc(S(=O)(=O)n2ccc(=O)[nH]2)cc1	0.9	1	0	-4	1	-1	1	-2	1	0.9
CC(C)c1nnc(NC(=O)CCC(=O)N2CCN(Cc3ccccc3)CC2)s1	1.1	0.8	1	-6	1	-3	0.91	-8	1.1	1
NC(=O)c1c(C(F)(F)F)cc(-c2ccccc2)nc1NCCO	0.9	0.9	2	-2	1	6	0.98	-2	1	0.9
COc1ccc(OC)c(-c2nnc(SCC(=O)N3CCOCC3)o2)c1	1.2	1	-4	-4	1	12	1.3	-11	1	1
Cc1cc(C)cc(C(=O)NCC(=O)OCC(=O)N2CCN(S(=O)(=O)c3ccc4ccccc4c3)CC2)c1	0.9	0.8	-2	-5	1	6	1.1	-12	1	1.1
COc1nnc(-c2ccc(C)c(S(=O)(=O)NCCO)c2)c2ccccc12	0.9	1	-6	-4	1.1	-6	0.76	-10	1	0.9

Next section:
smiles	PMI act	bIAP act	TNAP inh hiacc	FLuc inhib CS	TNAP act hiacc	APP 5'UTR act	NF-kB neuron act	TNAP inh noacc	FLuc act counter	PMI act satM6P
COC(=O)C1=C(C)N(C(C)C)C(=O)C1(NC(=O)C1CCCCC1)C(F)(F)F (configuration not stated)	1	1	-8	-9	1.1	-8	1	-2	1.1	1.1
CCN1CCN(C(=S)NC(=O)/C=C/c2cccs2)CC1	1	1.1	1	-6	1	5	1.3	3	1.1	1.1
CCSc1nnc(NC(=O)CSc2nnc(CNC(=O)c3ccc(OC)cc3)o2)s1	1	0.9	-6	1	1.1	0	1	-7	1	1
C/C(=N\NC(=O)C1(C)CC1(Br)Br)c1ccc([N+](=O)[O-])cc1 (configuration not stated)	1	1.3	0	-2	1	3	1.2	-1	1	1
COc1ccc(/C=C/C(=O)CCC(=O)O)cc1	1.1	0.9	-2	3	1	44	1.2	-5	1	1.1
COc1cc(C(=O)NCCC(=O)NCCN2CCOCC2)cc(OC)c1OC	1	1	-2	-4	1	22	0.96	-19	1	1
CCc1cc2c(SCC(=O)O)ncnc2s1	0.9	0.9	-6	-4	1.1	10	0.93	-14	1	1
O=C(NC(C(=O)N/N=C/c1c2ccccc2cc2ccccc12)c1n[nH]c(=O)c2ccccc12)c1ccccc1 (configuration not stated)	0.9	1	-4	-6	1	-14	0.6	0	1.1	0.9
O=C(CN1CCN(C(=O)c2c(F)cccc2F)CC1)Nc1ccccc1F	0.9	0.9	-2	-4	1	-8	0.87	-8	1	0.9
CCN(CC)c1ccc(NC(=O)COc2ccccc2C#N)cc1S(=O)(=O)Nc1ccccc1OC	1.1	0.9	6	0	0.9	-3	0.9	-16	1	1.1
Cc1nc(C)c(C(=O)Nc2ccc(Oc3ccccc3)cc2)o1	0.9	1	-2	0	1	-8	0.87	-4	1	1
Cc1nn(CCOc2cccc(Br)c2)c(C)c1[N+](=O)[O-]	0.9	1.2	-3	-4	1	5	0.88	-3	1	0.9
Cc1nc(Cl)sc1C(=O)NC(C)c1ccc(Cl)cc1 (configuration not stated)	1.1	1.1	0	-7	1	0	1.1	-6	1.1	1
CCNc1nc(Oc2ccc(C(=O)OC)cc2)nc(N(C)C)n1	1	1.1	-2	-5	1	13	0.88	-2	1	1
Cc1cc(-c2ccccc2)n(-c2cc(N/N=C/c3ccccc3O)ncn2)n1	0.9	0.7	6	-4	0.9	-96	0.98	-102	1	1.2
COc1ccc(N2CCN(C(=O)c3cccnc3SCc3cccc(Br)c3)CC2)cc1	0.9	1.1	-4	-8	1	14	1.1	-13	1.1	0.9
CCOc1ccc2c(c1)C(c1ccc(C)cc1)=NNC(c1ccc(OC)cc1)=N2	0.9	1	-4	-12	1	/	1.1	3	1.1	0.9
COc1ccc2nc3sc(C(=O)NCCN4CCc5ccccc5C4)cc3cc2c1	1.1	1	2	7	1	-4	1.9	-13	0.9	0.9
O=C(Cn1ncc2c3ccccc3n(Cc3ccc(F)cc3)c2c1=O)N1CCN(c2ncccn2)CC1	0.9	0.6	-7	-7	1.1	10	0.56	-7	1.1	0.9
Cc1ccccc1CN1CCc2c(OCC(=O)N3CCCc4ccccc43)cccc2C1=O	0.9	1	-8	-8	1.1	-1	0.51	-8	1.1	1
COc1ccc(CN(C)C(C)C(=O)Nc2ccc([N+](=O)[O-])cc2Cl)cc1OC (configuration not stated)	0.9	0.9	-2	-2	1	1	0.65	-23	1	1
COCCCN(C(=O)c1cccnc1SC)c1c(N)n(Cc2ccccc2)c(=O)[nH]c1=O	1	1	-7	-8	1.1	12	1.4	-14	1.1	1
Cc1ccc(Oc2nc(-c3ccccc3)ncc2S(=O)(=O)c2ccc(C)cc2)cc1	1	0.8	-3	-6	1	11	0.99	-1	1.1	1
CC(=O)Nc1ccc(S(=O)(=O)NC2=NCN(C)CN2)cc1	1.1	1	-5	-3	1.1	7	1.2	-14	1	1.1
CCCCn1c(NCc2ccncc2)nc2ccccc21	0.9	1	0	-5	1	2	1.1	-2	1.1	0.9
CCOC(=O)c1ccccc1NC(=O)CC1Nc2ccccc2NC1=O (configuration not stated)	1	1	-4	-3	1	/	/	-5	1	0.9
Cc1cc(C)cc(C(=O)N2CCN(c3ccccn3)CC2)c1	1	1.1	-6	-5	1.1	-17	1.1	-9	1	1.1
COC(=O)N/N=C\C=C\c1ccc2c(c1)OCO2	1	0.9	2	50	1	38	2	-11	0.5	1
CC1CCCN(C(=O)COc2ccc(NC(=O)c3cccs3)cc2)C1 (configuration not stated)	1	0.9	-3	35	1	-2	0.97	-12	0.6	1
COc1cccc(/C=N/NC(=O)C[n+]2ccccc2)c1O	1	1	-2	-6	1	2	1.1	-81	1.1	1.2

(further entries)
smiles	PMI act	bIAP act	TNAP inh hiacc	FLuc inhib CS	TNAP act hiacc	APP 5'UTR act	NF-kB neuron act	TNAP inh noacc	FLuc act counter	PMI act satM6P
CN(Cc1ccccc1)C(=O)c1nn2cccnc2c1Cl	1	1.1	2	3	1	11	1.2	-3	1	0.9
CN(C(=O)c1ccccn1)C1(C(=O)NC2CCCCC2)CCCCC1	1.1	0.9	-4	-4	1	14	1.3	-14	1	1.1
C=CCNCCCCOc1ccc(Br)cc1C	1.1	0.9	-2	-6	1	-16	0.95	-3	1.1	1.1
N#CCCN(C(=O)CO/N=C/c1cccc([N+](=O)[O-])c1)c1ccccc1	1.2	1	3	0	1	3	1.2	-5	1	1.1
S=c1[nH]nc(Cc2cccc3ccccc23)o1	1	1	-4	-9	1	15	1.2	-10	1.1	1
CCOC(=O)c1[nH]ncc1CN1CCCC(C(=O)c2ccc(SC)cc2)C1 (configuration not stated)	0.9	1.6	6	-7	0.9	12	0.86	-18	1.1	1.1

3 entries picked at random from those above, as already listed:
smiles	PMI act	bIAP act	TNAP inh hiacc	FLuc inhib CS	TNAP act hiacc	APP 5'UTR act	NF-kB neuron act	TNAP inh noacc	FLuc act counter	PMI act satM6P
S=c1[nH]nc(Cc2cccc3ccccc23)o1	1	1	-4	-9	1	15	1.2	-10	1.1	1
CN(C(=O)c1ccccn1)C1(C(=O)NC2CCCCC2)CCCCC1	1.1	0.9	-4	-4	1	14	1.3	-14	1	1.1
CN(Cc1ccccc1)C(=O)c1nn2cccnc2c1Cl	1	1.1	2	3	1	11	1.2	-3	1	0.9

An unsorted share of the library; 3.6% or so of the library scored in one or more.
